miR-122 sensor – miR-122 inhibition in Huh7 cells | activation (reporter increase), % at 12.5 µM | Huh7 miR-122 Renilla luciferase sensor, 48 h; neutral wells = 0, positive control = 100 | 340,000 tested, 0.3% active;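 active = mean replicate activation score at least 90 and every replicate individually at or above 90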;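 also: higher luciferase means less miR-122 activity so hits act as miR-122 inhibitors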
E-selectin induc – E-selectin induction on HUVECs; P16581; HUVEC E-selectin immunofluorescence imaging; normalized: neutral wells 0, TNF-alpha wells 100; activation, % at 7.58 µM; 260,000 tested, 0.37% active; AID 686992;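 active = mean E-selectin-positive cell signal at least 10% of the positive control, reached in at least 60% of replicates, without over 20% cell loss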;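 also: in these data hits start at about 27%; measured in HUVEC primary endothelial cells; signal is the percent of cells scored E-selectin positive by PE staining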
Target sequence (P16581 whole entry, looked up): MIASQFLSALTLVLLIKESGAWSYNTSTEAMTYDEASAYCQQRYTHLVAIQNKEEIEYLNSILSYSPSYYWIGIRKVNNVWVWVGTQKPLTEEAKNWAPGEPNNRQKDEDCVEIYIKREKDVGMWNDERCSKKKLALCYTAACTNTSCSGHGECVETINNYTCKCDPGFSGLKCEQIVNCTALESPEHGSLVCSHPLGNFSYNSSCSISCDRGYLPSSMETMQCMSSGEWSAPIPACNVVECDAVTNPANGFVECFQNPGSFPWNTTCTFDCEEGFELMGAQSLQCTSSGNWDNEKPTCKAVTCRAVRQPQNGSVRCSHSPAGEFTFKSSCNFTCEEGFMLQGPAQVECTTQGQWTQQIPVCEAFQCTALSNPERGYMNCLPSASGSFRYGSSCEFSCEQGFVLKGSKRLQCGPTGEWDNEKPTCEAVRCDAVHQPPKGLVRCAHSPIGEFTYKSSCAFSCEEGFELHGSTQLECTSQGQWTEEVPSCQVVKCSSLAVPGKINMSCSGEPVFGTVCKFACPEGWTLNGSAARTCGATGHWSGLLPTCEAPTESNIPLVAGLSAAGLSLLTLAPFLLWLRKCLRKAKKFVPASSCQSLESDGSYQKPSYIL
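Material: HUVEC primary endothelial cells; Amount: 3,000 cells per well; Dosing: single concentration; Medium: EGM-2 growth medium on 0.1% gelatin-coated wells; Read-out basis: percent E-selectin-positive cells; Signal: immunofluorescence imaging; Control set: TNF-alpha, DMSO.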
PglD DTNB – blocks C. jejuni PglD acetyltransferase activity; inhibition, % at 12.5 µM; purified PglD enzyme, DTNB colorimetric CoA detection; 360,000 tested, 0.098% active; AID 602405; in the data active = inhibition above about 16%, passing the limit was not always enough; also: strong numbers were not always called active
PGC1a acetyl inh – lowers PGC1a acetylation signal in U2OS cells; AlphaScreen anti-acetyl-lysine; with virally co-expressed GCN5 acetyltransferase; inhibition, % at 15.6 µM; 350,000 tested, 0.17% active; AID 651687;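 active = every replicate shows inhibition of at least 40%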;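 also: 0% = neutral control wells and 100% = positive control wells; some results beyond the cut were filed as inactive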
ERAP1 HTS inh – blocks human ERAP1 aminopeptidase activity | Q9NZ08 | recombinant ERAP1, Leu-AMC fluorescence, 60 min | inhibition, % at 10.7 µM | 340,000 tested, 0.15% active;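 active = mean replicate inhibition of at least 30%, or all replicates individually reaching that 30% level; inactive = mean below 30% and not every replicate reaching it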;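 also: 0% = neutral control wells and 100% = L-leucinethiol positive control wells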
Cneo AK release – causes C. neoformans cell lysis; adenylate kinase release luminescence, 4 h; normalised: neutral wells 0, clomiphene wells 100; lysis activity, % at 15 µM; 360,000 tested, 0.2% active; AID 651654;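 active = mean lysis activity across replicates of at least 80%, whatever share of replicates individually reach that level; inactive = mean lysis activity below 80%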
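Material: C. neoformans cells | Amount: Yeast cell density of 5 × 10^6 cells/mL | Medium: Fresh YPD growth medium | Dosing: Single dose | Times: Static 4 h at 37 °C with compound, 1 h detection | Detection: AK luminescence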
RAD54 inh – blocks human RAD54 Holliday junction branch migration; FAM/BHQ fluorescence; 360,000 tested, 0.14% active; AID 602329; Q92698; inhibition, % at 10.4 µM;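 active = mean normalized replicate activity at least 40 and at least half of replicates scoring 40 or more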;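 also: 0% = median of neutral control wells and 100% = median of positive control wells; inhibitors cause a drop in the FAM fluorescence signal; in these data hits start at about 50%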
RAD52 anneal inh – RAD52 (human) annealing inhibition; P43351; recombinant RAD52 DNA annealing, FRET fluorescence; inhibition, % at 18.7 µM; 360,000 tested, 0.46% active;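 active = every replicate showing at least 50% inhibition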
Target sequence (P43351 whole entry, looked up): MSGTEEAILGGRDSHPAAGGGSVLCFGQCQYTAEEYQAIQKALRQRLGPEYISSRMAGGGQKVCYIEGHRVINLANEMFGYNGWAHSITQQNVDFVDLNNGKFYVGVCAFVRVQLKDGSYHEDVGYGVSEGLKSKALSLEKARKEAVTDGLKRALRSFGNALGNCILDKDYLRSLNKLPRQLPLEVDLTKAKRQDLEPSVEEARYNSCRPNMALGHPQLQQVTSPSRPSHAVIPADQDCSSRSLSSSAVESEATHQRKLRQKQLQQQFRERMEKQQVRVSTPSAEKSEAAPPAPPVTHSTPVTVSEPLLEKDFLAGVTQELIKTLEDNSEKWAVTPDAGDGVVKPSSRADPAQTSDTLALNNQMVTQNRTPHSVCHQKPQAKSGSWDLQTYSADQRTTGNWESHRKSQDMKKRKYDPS
An asterisk follows results filed as active; . = no result given; [ ] = dose if it differs, or a comment. Rows are unselected. About 1.4% of those tested had a hit in this group.

SMILES	miR-122 sensor	E-selectin induc	PglD DTNB	PGC1a acetyl inh	ERAP1 HTS inh	Cneo AK release	RAD54 inh	RAD52 anneal inh
C=CC[C@@H](CC(=O)N[C@H](CO)Cc1ccccc1)C(=O)N[C@H](COC(=O)[C@@H](CC=C)CC(=O)OC(C)(C)C)Cc1c[nH]c2ccccc12	.	0.0	-6	.	-2	-1	2	-28
Cc1cccc(C(=O)Nc2cc(OCc3cccc(F)c3)c(Cl)cc2Cl)c1	-3	-1.1	-3	3	2	-1	5	-11
Cc1cc(OC(=O)Nc2ccccc2)ccc1Cl	-8	.	4	.	1	0	10	-5
CCN(C(=O)CN1C(=O)NC(CCSC)C1=O)C1CCS(=O)(=O)C1 (stereo not given)	-2	.	2	0	-2	2	3	-4
CC1(C)Oc2ccc3ccc(=O)oc3c2/C(=C/Nc2ccc(O)cc2)C1=O	2	.	-2	7	4	2	-2	-4
COc1ccc(CN(C)C[C@H]2OCCCC[C@H](C)Oc3ccc(NC(=O)Cc4ccccc4)cc3C(=O)N([C@H](C)CO)C[C@@H]2C)cc1	20[16.7 µM]	-0.1	1	-8	.	2	11	.
C[C@@H]1CN([C@@H](C)CO)C(=O)c2cc(C#CC(C)(C)O)cnc2O[C@@H]1CN(C)C(=O)CC1CC1	-5[16.7 µM]	0.2	-2	8	-2	-1	0	4
CCc1nc2ccc(C(=O)NC(C)(C)C)cn2c1N(CC)Cc1cccc(Br)c1	4	0.1	3	.	-3	2	-30	-27
CC(C)(C)n1nc2c(c1NC(=O)c1ccccc1C(F)(F)F)CS(=O)(=O)C2	11	0.0	-2	-4	-4	1	15	-4
O=C(Cc1ccccn1)N1CC2(C1)[C@H](c1ccccc1)[C@H](CO)N2C(=O)c1ccncc1	.	0.0	.	-4	-2	.	.	-252
COc1c(O)ccc(/C=C(\C#N)c2nc3ccccc3[nH]2)c1[N+](=O)[O-]	-6	0.2	-7	-13	0	-3	-8	-23
CN(C)C(=O)C[C@@H]1C=C[C@@H](NC(=O)NC2CCCCC2)[C@H](CO)O1	2[16.7 µM]	1.3	7	12	-2	0	-1	2
COc1ccc(NS(=O)(=O)c2ccc(Cl)s2)cn1	.	13	.	9	3	.	.	-51
CN1C(=O)c2cc(NC(=O)c3ccc(F)c(F)c3)ccc2OC[C@H]2O[C@@H](CC(=O)O)CC[C@H]21	29[16.7 µM]	0.0	2	-5	.	0	-3	.
O=C([C@H]1N[C@H]2c3ccc(-c4ccc(F)cc4)c(=O)n3C[C@H]2[C@@H]1CO)N1CCOCC1	4[16.7 µM]	0.3	0	.	1	1	-6	-8
CN1c2ccc(-c3cccc(C#N)c3)cc2[C@H]2[C@H](CCN2S(=O)(=O)c2ccccc2)[C@@H]1CO	-2[16.7 µM]	-0.4	-1	-7	2	-13	6	-4
CCCn1cc2c(c1-c1cccc(C)c1)c(=O)n(C)c(=O)n2C	2	.	-2	9	.	-1	-12	.
CCCNC(=O)Nc1ccc2c(c1)OC[C@@H](C)N(Cc1cncnc1)C[C@@H](C)[C@@H](OC)CN(C)C2=O	.	0.0	2	-1	-1	5	-3	-2
CO[C@@H]1CN(C)C(=O)c2ccc(NC(=O)Nc3cc(F)ccc3F)cc2OC[C@@H](C)N(C)C[C@@H]1C	.	0.1	-2	1	3	2	-3	-23
CC1(C)SC(=S)N(c2ccccc2)C1/[N+]([O-])=C/c1cccc([N+](=O)[O-])c1 (stereo not given)	-5	.	-1	6	0	-1	-3	-12

Reprinted at random: 2 entries already listed.
SMILES	miR-122 sensor	E-selectin induc	PglD DTNB	PGC1a acetyl inh	ERAP1 HTS inh	Cneo AK release	RAD54 inh	RAD52 anneal inh
CC1(C)Oc2ccc3ccc(=O)oc3c2/C(=C/Nc2ccc(O)cc2)C1=O	2	.	-2	7	4	2	-2	-4
CC1(C)SC(=S)N(c2ccccc2)C1/[N+]([O-])=C/c1cccc([N+](=O)[O-])c1 (stereo not given)	-5	.	-1	6	0	-1	-3	-12

Additional results follow:
SMILES	miR-122 sensor	E-selectin induc	PglD DTNB	PGC1a acetyl inh	ERAP1 HTS inh	Cneo AK release	RAD54 inh	RAD52 anneal inh
CCOC(=O)C1=C(C)NC(=S)N(C(C)=O)C1c1ccccc1 (stereo not given)	-2	.	3	2	-4	1	1	2
CCCCn1c(N)c(Sc2ccc(Cl)cc2)c(=O)[nH]c1=O	-10	.	2	-13	4	-2	-5	-3
CC(C)C1Cc2c(sc3[nH]c(=S)n(Cc4ccccc4)c(=O)c23)CO1 (stereo not given)	1	.	-2	7	.	-2	11	.
C=CCNC(=O)CSc1nc2sc3c(c2c(=O)n1CCC)CCC3	-2	0.4	-5	3	-6	0	5	-9
O=C(C1CCC1)N1CC2(C1)[C@H](c1ccccc1)[C@H](CO)N2Cc1ccc(Cl)cc1	.	-0.1	.	-2	3	.	.	-7
O=C(c1ccc2c(c1)OCO2)N1CC(=O)N2[C@H](CO)[C@H](c3ccc(C#CC4CCCC4)cc3)[C@@H]2C1	.	-0.2	.	-3	0	.	.	-20
CN(c1ccccc1C(=O)Nc1ccc2c(c1)OCCO2)S(C)(=O)=O	-18	0.1	0	-3	.	0	-1	.
CCC(=O)Nc1cccc(C2=NOC3(C2)C[C@@H](C(N)=O)N(C(=O)c2ccccc2C(=O)c2ccccc2)C3)c1 (stereo not given in full)	-10	0.0	-1	.	.	0	-4	.
Cc1ccc(OCCCCN2CCc3ccccc3C2)c(C)c1	.	.	-3	.	1	6	-1	-1
COCCn1c(N)c(N(Cc2ccccc2)C(=O)CSCC(=O)Nc2ccc(C)cc2)c(=O)[nH]c1=O	.	.	-2	.	6	0	6	-6
CCC(=O)N/N=C(\C)CC(=O)Nc1cc(Cl)ccc1C	10	-2.5	6	-8	11	-2	3	2
CC(C)CC(=O)Nc1cccc(C(=O)Nc2ccccc2C(=O)O)c1	-6	.	5	1	.	6	-14	.
CCCNC(=O)N1[C@H](C#N)[C@H](c2ccccc2-c2ccc(C)cc2)[C@@H]1CO	.	0.1	.	-18	1	.	.	-5
CN(C)C(=O)c1ccc(-c2ccc([C@H]3[C@H]4CN(C(=O)C5CC5)CCCCN4[C@H]3CO)cc2)cc1	1[16.7 µM]	-0.4	-2	6	4	2	7	-15
CCOC(=O)c1sc(N2N=C(C)C(N=Nc3cccc(C)c3)C2=O)nc1C (stereo not given)	1	5.1	-9	-3	1	-5	7	-17
Cc1ccc(C(C)NC(=O)CSc2ccc(S(=O)(=O)N3CCOCC3)cn2)cc1C (stereo not given)	-2	0.0	2	3	1	0	2	-6
COc1ccccc1CN1[C@H](CO)[C@H](c2ccccc2)C12CN(C(C)=O)C2	.	0.0	.	9	0	.	.	-8
Cn1nnnc1Sc1ncnc2scc(-c3ccc(-c4ccccc4)cc3)c12	22	-0.4	4	.	2	2	2	-9
Cc1onc(-c2ccccc2)c1C(=O)OCC(=O)NCc1ccc(F)cc1	5	.	-6	-6	-1	1	7	-5
O=S(=O)(Nc1ccccn1)c1ccc(C2CCCCC2)cc1	59	.	-7	4	.	3	13	.
C/C(=N\Nc1ccc2nncn2n1)c1ccccn1	10	0.6	-6	22	.	0	0	-48
COCCCNC(=O)c1cn(C)c(=O)c2cc(OC)c(OC)cc12	45	.	-1	11	.	-4	3	.
O=C(CSc1nnc(Cn2nnc3ccccc32)o1)Nc1ccc(Cl)cc1	3	.	-3	2	.	1	7	.
COc1ccccc1CN1[C@@H]2CN(C(=O)C3CCCC3)c3ccccc3[C@@H]2[C@@H]1CO	-20[16.7 µM]	0.0	-2	-29	0	-3	-16	16
CCOC(=O)c1cc(NC(=O)CN2CCCC2)cc(C(=O)OCC)c1	-3	0.2	3	-5	-2	1	-3	-27
COc1ccc(NC(=O)N2C[C@H]3[C@@H](c4ccccc42)[C@H](CO)N3C(=O)C2CCCC2)cc1	10[16.7 µM]	0.3	7	3	3	-6	-2	16
CCCCC1=CC2=CC(=O)C(C)(OC(=O)CC)C(=O)C2=CN1CCc1ccc(Br)cc1 (stereo not given)	-3	-0.1	3	-1	-1	-1	1	-23
NCCC(=O)N1c2ccccc2Sc2ccccc21	3	.	7	0	-1	2	-2	7
C[C@H](CO)N1C[C@H](C)[C@H](CN(C)C)Oc2ccc(NC(=O)C3CC3)cc2C1=O	0[16.7 µM]	0.0	-1	1	2	-1	0	-18
COc1ccccc1NC(=O)N[C@@H]1CC[C@H](CC(=O)NCc2ccc(Cl)c(Cl)c2)O[C@H]1CO	.	-0.4	1	2	0	1	1	5
CCOC(=O)Cc1csc(SCC(=O)NC2CCS(=O)(=O)C2)n1 (stereo not given)	-8	-0.8	3	8	0	3	0	22
COc1cccc(S(=O)(=O)N[C@@H]2CC[C@H](CCn3cc(-c4ccccc4)nn3)O[C@@H]2CO)c1	.	-1.8	-2	7	5	-4	-11	12
NS(=O)(=O)c1ccc(CCNC(=O)CCC(=O)c2cccs2)cc1	-4	0.0	-4	16	1	2	-1	-45
CCS(=O)(=O)Nc1ccc2c(c1)C(=O)N(C)C[C@@H](OC)[C@@H](C)CN(C(=O)CN(C)C)[C@H](C)CO2	0[16.7 µM]	0.0	2	-2	0	-1	-3	-1
O=C(Oc1ccccc1)c1ccc2c(c1)C(=O)N(Cc1ccncc1)C2=O	3	.	-6	2	-3	-1	6	1
CCOc1cccc(C(=O)NC2CCCCC2)c1	7	.	0	10	-2	6	0	-13
CN1CCCCN2[C@H](CO)[C@H](c3ccc(-c4cccnc4)cc3)[C@@H]2C1	10[16.7 µM]	0.0	-4	4	-1	46	0	2
CCCCN(CC)CCNC(=O)c1cc2cc3ccc(Cl)cc3nc2o1	.	-0.1	-1	.	1	34	35	31
COc1ccc(C(=O)C2CCCN(C(=O)CCNC(C)=O)C2)cc1OC (stereo not given)	.	.	4	.	-4	-1	-6	-6
CN(C)C=Nc1nonc1-c1ccccc1	.	-1.6	.	-7	2	.	.	2
Cc1ccc(S(=O)(=O)N2CCOCC2)cc1C(=O)NCc1cccnc1	0	.	0	.	1	0	11	11

Some of these compounds in order of formula weight, rising:
SMILES	miR-122 sensor	E-selectin induc	PglD DTNB	PGC1a acetyl inh	ERAP1 HTS inh	Cneo AK release	RAD54 inh	RAD52 anneal inh
CCOc1cccc(C(=O)NC2CCCCC2)c1	7	.	0	10	-2	6	0	-13
C/C(=N\Nc1ccc2nncn2n1)c1ccccn1	10	0.6	-6	22	.	0	0	-48
NCCC(=O)N1c2ccccc2Sc2ccccc21	3	.	7	0	-1	2	-2	7
COCCCNC(=O)c1cn(C)c(=O)c2cc(OC)c(OC)cc12	45	.	-1	11	.	-4	3	.
O=C(Oc1ccccc1)c1ccc2c(c1)C(=O)N(Cc1ccncc1)C2=O	3	.	-6	2	-3	-1	6	1
COc1ccc(C(=O)C2CCCN(C(=O)CCNC(C)=O)C2)cc1OC (stereo not given)	.	.	4	.	-4	-1	-6	-6
NS(=O)(=O)c1ccc(CCNC(=O)CCC(=O)c2cccs2)cc1	-4	0.0	-4	16	1	2	-1	-45
Cc1ccc(S(=O)(=O)N2CCOCC2)cc1C(=O)NCc1cccnc1	0	.	0	.	1	0	11	11
CCOC(=O)Cc1csc(SCC(=O)NC2CCS(=O)(=O)C2)n1 (stereo not given)	-8	-0.8	3	8	0	3	0	22
C[C@H](CO)N1C[C@H](C)[C@H](CN(C)C)Oc2ccc(NC(=O)C3CC3)cc2C1=O	0[16.7 µM]	0.0	-1	1	2	-1	0	-18
O=C(CSc1nnc(Cn2nnc3ccccc32)o1)Nc1ccc(Cl)cc1	3	.	-3	2	.	1	7	.
COc1ccc(NC(=O)N2C[C@H]3[C@@H](c4ccccc42)[C@H](CO)N3C(=O)C2CCCC2)cc1	10[16.7 µM]	0.3	7	3	3	-6	-2	16

Assay outcomes: PubChem BioAssay, Broad Institute
